Screening data from PubChem BioAssay.
MT1-MMP act inh: blockers of MT1-MMP proenzyme processing, primary screen, HT1080 RFP-PRO-GFP cells, GFP/RFP fluorescence; Matrix metalloproteinase-14 (Homo sapiens), P50281; GFP/RFP ratio fluorescence, overnight; percent of plate control window, DMSO zero; GFP/RFP ratio change, % at 20 µM; hit rate 0.061% among 360,000; AID 651647, 2012;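 active means GFP/RFP ratio change of at least 30% with cell ATP level not reduced by more than half and red fluorescence within 50% of control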; further: strong numbers were not always called active
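Assay system – RFP-PRO-GFP reporter HT1080 cells · Compound dosing – single dose of 20 µM compound, 1% DMSO final · Incubation – overnight compound exposure at 37 °C · Measure – GFP/RFP fluorescence ratio · Benchmarks – DMSO wells and RFP-L50D-GFP cells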
CSN deneddyl inh: inhibitors of CSN-mediated cullin deneddylation, primary screen, biochemical, fluorescence polarization, uHTS | Purified CSN, SCF-Nedd8-OG deneddylation | inhibition, % at 12.5 µM | hit rate 0.38% among 360,000;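 active means pattern-corrected inhibition above about 35%, with an unprinted fluorescence ratio check between 0.5 and 1.5, limit read from the data, passing the limit was not always enough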;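 further: 0% = enzyme with substrate and 100% = substrate without enzyme; some results filed as inactive read as strong as hits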
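Schedule: reaction 90 min, room temperature / Assay system: HEK293T-derived human Csn5 enzyme / Input: Csn5 at 0.24 nM final / Measure: inhibition of Csn5 cleavage, % / Control set: substrate-only high control, full reaction low control / Technique: fluorescence polarization of the substrate / Buffer or medium: Tris/NaCl/DTT buffer, pH 7.5 / Reagent: SCFSkp2-Nedd8OG substrate at 10 nM final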
Rin1 Abl inh: inhibitors of Rin1-Abl protein binding, primary screen, biochemical, TR-FRET | Tyrosine-protein kinase ABL1 (Homo sapiens) + Ras and Rab interactor 1 (Homo sapiens), … | inhibition, % at 7.35 µM | hit rate 0.4% among 360,000 | AID 588664, 2011; in the data active means inhibition above about 5%, passing the limit was not always enough
Rpn11 inh: Rpn11 (PSMD14) deubiquitinase inhibitors, primary screen, biochemical, fluorescence polarization, uHTS; human 26S proteasome, Ub4-pepOG fluorescence polarization; 20S core pre-blocked with epoxomicin; calls only at 20 µM; hit rate 0.59% among 360,000;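 active means inhibition at 20 µM, scaled to each plate's controls, above about 33%, limit read from the data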
MsrA act: bovine MsrA enzyme activators, primary screen, biochemical, absorbance, HTS; Methionine sulfoxide reductase A (Bos taurus); AID 602163, 2012; purified bovine MsrA, absorbance read-out; hit rate 0.3% among 360,000; activation, % at 10.6 µM; in the data active means activation above about 7.5%;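 further: 0% = vehicle and 100% = reference activator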
E coli Lon inh: inhibitors of E. coli Lon protease, primary screen, biochemical, fluorescence polarization; purified E. coli Lon protease; inhibition, % at 7.94 µM; hit rate 0.42% among 360,000; in the data active means inhibition above about 13%, passing the limit was not always enough;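 further: 0% = enzyme with probe and DMSO and 100% = no enzyme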
FAS-TE inh: FAS thioesterase domain inhibitors, primary screen, biochemical, fluorescence intensity, uHTS. Fatty acid synthase (Homo sapiens), P49327. recombinant FAS-TE, OMFH fluorogenic substrate, fluorescence endpoint. inhibition, % at 15 µM. hit rate 0.67% among 360,000;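 active means compounds whose normalised, plate-corrected inhibition of enzyme fluorescence in the single-dose primary screen is 50% or more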;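 further: 0% = DMSO with enzyme and 100% = substrate without enzyme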
PABP1 MLLE inh: inhibitors of PABP1 MLLE–PAM2 peptide binding, primary screen, biochemical, fluorescence polarization, FITC-PAM2, GST-MLLE | Polyadenylate-binding protein 1 (Homo sapiens), P11940 | inhibition, % at 20 µM | hit rate 0.36% among 360,000; in the data active means inhibition above about 35%, passing the limit was not always enough;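 further: plate controls were DMSO wells with GST-MLLE for no effect and wells lacking GST-MLLE protein for full effect; some results filed as inactive read as strong as hits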
MsrA inhibitor: bovine MsrA enzyme inhibitors, primary screen, biochemical, absorbance, HTS. Methionine sulfoxide reductase A (Bos taurus). purified bovine MsrA, absorbance read-out. inhibition, % at 15.5 µM. hit rate 0.75% among 360,000. AID 651718, 2012; in the data active means inhibition above about 4.5%;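 further: 0% = vehicle wells with enzyme and 100% = reference inhibitor wells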
An asterisk follows results filed as active; i = inactive; x = no result given.

SMILES	MT1-MMP act inh	CSN deneddyl inh	Rin1 Abl inh	Rpn11 inh	MsrA act	E coli Lon inh	FAS-TE inh	PABP1 MLLE inh	MsrA inhibitor
COc1ccccc1N1CCSC1C(N)=O (stereo not given)	1	2	3	i	-2	-12	-4	25	0.6
COc1ccc(-n2c(SCC(=O)Nc3ccccc3)nnc2-c2ccc(NS(=O)(=O)c3ccc(C)cc3)cc2)cc1	11	2	-3	i	-1	6	-2	-38	0.4
COc1ccc(CN(C)C(=O)/C=C/[C@H]2O[C@@H](n3cc(C)c(=O)[nH]c3=O)C[C@@H]2O)cc1OC	0	1	2	i	-8	-4	-2	4	1.2
O=C(Nc1ccccc1)c1cnc2n(c1=O)CCS2	3	-1	3	i	-7	-11	-4	-1	2.0
CCOc1ccc2c(c1)[N+](C)(C)C(C)(C)C=C2C	0	-4	-1	i	-3	-2	-5	-128	0.4
COc1ccccc1NC(=O)C(C)OC(=O)CC1CCCC1 (stereo not given)	2	-4	-3	i	-2	-14	3	-14	0.2
CCOC(=O)C1=C(C)Nc2nc(SC)nn2C1c1ccc(C(=O)OC)cc1 (stereo not given)	2	5	0	i	0	8	-4	4	x
COc1cc(C(=O)Nc2cccc(-c3nnc(-c4ccco4)o3)c2)ccc1OC(C)=O	6	2	2	i	-2	5	7	0	0.9
COc1ccc(CNC(=O)C2CCN(C(=O)c3ccc(F)cc3)CC2)cc1OC	0	-5	2	i	-2	-4	-8	7	-0.2
CC(=O)Nc1cccc(-c2cc3nc(NCc4cccnc4)n(C)c(=O)c3s2)c1	4	-6	-5	i	-2	-8	0	-14	2.0
CC1(C(=O)Nc2ccccc2Cc2ccccc2)CCN1Cc1ccccc1Cl (stereo not given)	-3	-4	-3	i	-3	-9	28	7	0.1
O=C(NCCN1CCN(c2cccc(Cl)c2)CC1)c1ccc(CSc2nc3ccncc3[nH]2)cc1	4	-2	1	i	-2	-9	-18	-15	1.1
CCOC(=O)c1cnn(-c2cc(Oc3cccc(C)c3)ncn2)c1N	4	1	-4	i	3	8	29	2	0.2
Cc1nc(-c2ccc(S(=O)(=O)NCC3CCN(C(=O)OC(C)(C)C)CC3)s2)cs1	4	1	-1	i	-3	2	8	6	1.3
CCCCc1nnc(NC(=O)CCSc2ccccc2)s1	-4	-1	3	i	-1	-7	-6	22	1.0
Cc1c(C)n(CCN(C)C)c2ccc(C(=O)OCCN(C)C)cc12	4	-2	0	i	-2	-7	0	-1	0.4
Cn1cccc1C(=O)NC(=O)CSc1nc2ccccc2s1	1	0	-3	i	0	-7	6	-10	1.1
O=C1CC(c2ccc3c(c2)OCO3)CN1 (stereo not given)	1	1	4	i	-2	-4	-8	0	0.4
Cc1ccccc1NC(=O)COC(=O)c1n[nH]c(=O)c2ccccc12	3	3	-3	i	4	-10	-6	-2	-0.5
O=C(CCc1ccccc1)Nc1nncs1	-1	-4	0	i	2	2	-4	-4	-0.7
CCC(C)NC(=O)Cc1cn(C)c2ccccc12 (stereo not given)	-4	5	6	i	-2	-6	-6	8	0.2
CCOc1ccc(-c2nc(N)ncc2-c2ccccc2OC)c(O)c1	2	-1	-2	i	-4	-4	0	11	0.0
O=S(=O)(c1cccc(C(F)(F)F)c1)N1CCN(c2nnnn2-c2ccccc2)CC1	1	0	0	i	-10	0	-7	2	0.8
O=C(Cc1c[nH]c2ccccc12)OCCOC(=O)Cc1c[nH]c2ccccc12	-4	-2	2	i	-4	2	12	-2	0.0
Nc1cc(SCc2ccc([N+](=O)[O-])cc2)ncn1	0	-3	4	i	-1	-15	-2	3	2.9
Clc1ccc(-c2nnc3n2CCCCC3)cc1	1	3	0	i	-3	0	-10	6	-1.5
CC(C)CCNC(=O)C(c1cccnc1)N(CCc1ccccc1)C(=O)Cn1nnc2ccccc21 (stereo not given)	0	2	-2	i	-5	-4	1	3	-0.8
COc1ccc(C2(C(F)(F)F)NC(=O)N(C)C(=O)N2C)cc1 (stereo not given)	-2	-4	1	i	-1	-7	-6	5	-0.8
CCOc1ccc(OCC)c(NC(=O)CN2CCN(CC)CC2)c1	2	-5	0	i	-5	3	-6	3	0.6
CCOc1ccc(C(=O)COC(=O)Cc2n[nH]c(=O)c3ccccc23)cc1	-3	-3	1	i	-2	2	0	-18	0.7
COCc1cc(=O)n2[nH]c(-c3ccccc3)cc2n1	1	-5	3	i	-4	-4	-8	9	0.3
COc1ccccc1NC(=O)CCNS(=O)(=O)c1ccc2[nH]c(=O)oc2c1	-4	-1	-4	i	-1	-5	-5	-13	-0.7
CC(C)=C1SC(N2CCOCC2)=NC1=O	2	6	0	i	-4	-7	-8	6	1.2
Cc1ccc2nc(-c3ccc(O)cc3)c(Nc3ccc4c(c3)OCCO4)n2c1	6	-1	0	i	-8	-2	0	20	0.5
Cc1ccccc1N(CC(=O)NCc1ccco1)C(=O)CNS(=O)(=O)c1ccc(F)cc1	-5	2	2	i	-1	6	-1	13	0.0
Cc1ccc([N+](=O)[O-])cc1Nc1nc(N2CCOCC2)nc(N2CCOCC2)n1	-1	-4	-4	i	-4	-10	12	4	-0.6
Cc1nn(Cc2ccccc2)c(C)c1NC(=O)CSc1nc(-c2ccccc2)nc2c1cnn2-c1ccccc1	6	9	0	i	-4	-9	-10	1	-1.5
C=CCOc1ccc(/C=C/C(=O)OCC(=O)NC2CCCCCCC2)cc1	2	2	-3	i	-7	5	4	-4	-0.2
COc1cccc(-n2c(SC)nnc2-c2cnccn2)c1	0	-2	-2	i	-1	-7	-2	-38	-0.1
CCOCCCNC(=O)CN1C(=O)/C(=C/c2ccccc2)Sc2ccccc21	-1	-8	-2	i	-2	-12	5	20	0.5
CCOC(=O)c1cccc(NC(=O)C2CCC(CNc3c(N4CCOCC4)c(=O)c3=O)CC2)c1 (stereo not given)	5	2	0	i	-3	-10	12	5	0.5
CC(C)NC(=O)c1ccccc1-c1nc(-c2ccccc2Cl)no1	0	3	-2	i	-2	4	3	-3	-0.5
COc1ccc(C(C#N)=C2C=CC(=NO)C(C)=C2Cl)cc1	-2	5	0	i	-2	-1	-137	8	0.7
C=CCSc1n[nH]c(-c2ccccc2)n1	2	-3	-1	i	-6	-7	-3	-34	0.6
COc1ccc(CN2CCN(C(=O)c3cccc4ccccc34)CC2)cc1Br	-2	2	4	i	-2	2	17	-3	-0.7
O=C(C1CN(C(=O)c2cc3cc(Cl)ccc3o2)c2ccccc2O1)N1CCCCC1 (stereo not given)	-1	-1	-4	i	-1	8	36	-8	1.5
CC1CCN(C(=O)CN(CCc2ccccc2)S(C)(=O)=O)CC1	2	5	2	i	-2	-8	-2	1	-0.4
C[C@@H]1CN([C@@H](C)CO)C(=O)CCCn2nncc2CO[C@@H]1CN(C)S(=O)(=O)c1ccc(F)cc1	3	4	-1	i	1	-8	-8	-8	-0.1
COc1ccc(N2CCN(C(=O)COC(=O)CCc3ccccc3OC)CC2)cc1	0	-4	-1	i	-2	-4	0	-8	0.1
O=C(NCc1ccc(Cl)cc1)c1ccccc1Oc1ccccc1	-10	3	-2	i	-1	3	27	1	0.4

Carrying on.
SMILES	MT1-MMP act inh	CSN deneddyl inh	Rin1 Abl inh	Rpn11 inh	MsrA act	E coli Lon inh	FAS-TE inh	PABP1 MLLE inh	MsrA inhibitor
COc1ccccc1NC(=O)c1nnn(CC(=O)Nc2cccc(SC)c2)c1N	5	4	-2	i	-4	0	-6	14	0.6
CC(=O)c1ccc(NC(=O)CSc2nnc(-c3ccncc3)o2)cc1	-1	-1	-1	i	2	-1	-5	7	2.0
COc1ccc(C(c2sc3nc(C)nn3c2O)N2CC(C)OC(C)C2)cc1OC (stereo not given)	3	-1	-1	i	-5	-1	-5	7	-0.3
COc1ccc(NC(=O)CCCn2c(=S)[nH]c3ccccc3c2=O)cc1	0	1	-2	i	-2	-3	-6	-101	-0.7
O=C(Cn1cc2c(n1)CCCC2)NCCCN1CCN(C2CCCCC2)CC1	7	-5	-1	i	1	-2	-5	12	-1.3
Cc1cc(C(=O)NCCCN2CCCC2=O)cs1	4	-5	-1	i	-8	-6	-11	15	-0.1
Cn1c(COc2ccccc2)nc2ccccc21	1	7	2	i	-3	3	-1	4	0.1
COCC(=O)N1CCC(c2nc3ccccc3[nH]2)CC1	1	-2	-3	i	-1	-2	-9	7	-0.6
COC(=O)CC1C(=O)NCCN1C(=O)c1ccc([N+](=O)[O-])cc1 (stereo not given)	-1	32	0	i	-5	-1	-7	4	-0.9
NC(=O)c1ccc(NC(=O)COC(=O)c2c3c(nc4ccccc24)/C(=C\c2ccc4c(c2)OCO4)CCC3)cc1	-157	-75	-18	i	-10	183*	-101	167	0.7

Profiles from above.
Entry for COc1ccc(NC(=O)CCCn2c(=S)[nH]c3ccccc3c2=O)cc1 : MT1-MMP act inh = 0; CSN deneddyl inh = 1; Rin1 Abl inh = -2; Rpn11 inh = i; MsrA act = -2; E coli Lon inh = -3; FAS-TE inh = -6; PABP1 MLLE inh = -101; MsrA inhibitor = -0.7
Entry for Cn1c(COc2ccccc2)nc2ccccc21 : MT1-MMP act inh = 1; CSN deneddyl inh = 7; Rin1 Abl inh = 2; Rpn11 inh = i; MsrA act = -3; E coli Lon inh = 3; FAS-TE inh = -1; PABP1 MLLE inh = 4; MsrA inhibitor = 0.1

Other entries
SMILES	MT1-MMP act inh	CSN deneddyl inh	Rin1 Abl inh	Rpn11 inh	MsrA act	E coli Lon inh	FAS-TE inh	PABP1 MLLE inh	MsrA inhibitor
COc1ccc2[nH]c3c(c2c1)CCN1C(=O)C(CC(=O)NCc2ccc(OC)c(OC)c2)C[C@H](C(=O)N(C(C)C)C(C)C)[C@@]31C (stereo not given in full)	6	-3	-1	i	-5	3	-1	4	0.3
C=C(C)CN1CCN(c2c(CCC#N)c(C)c(C#N)c3nc4ccccc4n23)CC1	-5	9	-1	x	-2	-14	-10	-62	1.2
CC(=O)Nc1ccc(NC(=O)CSc2nnc(-c3ccc4c(c3)OCO4)o2)cc1	-1	3	3	i	-1	-5	-9	2	0.2
Cc1cc(C(=O)CN2C(=O)CN(C)C2=O)c(C)n1-c1cccc(S(=O)(=O)N2CCOCC2)c1	0	-1	1	i	-9	-3	-6	2	1.7
CCOc1ccc(Nc2cc(C)nc3c(C)cccc23)cc1	-1	10	-5	i	-6	-2	1	10	1.6
Cc1cc(Br)c2[nH]c3c(c2c1)CCCC3=O	-3	-1	-3	i	-4	-4	1	-1	1.9
O=C1CSC(c2ccc([N+](=O)[O-])cc2)N1CCN1CCCCC1 (stereo not given)	5	-4	-2	i	-2	-2	-5	18	-0.5
Cc1cccc(OCc2nnc(SCC(=O)N3c4ccccc4CC3C)n2C)c1C (stereo not given)	-1	2	3	i	-1	1	5	0	0.4
Cc1cc(C)c(S(=O)(=O)N2CCOCC2)cc1NS(=O)(=O)c1cc(OCC(N)=O)c(C)cc1Cl	-1	5	1	i	-4	-3	0	-2	-0.3
